# From PubChem BioAssay
# D1 ag: human D1 receptor agonism | activation, % at 2 µM | HEK293 T-REx D1 cells, calcium flux, agonist mode | actives 1% (n = 360,000) | P21728; also: 0% is about no effect
# Target sequence (P21728 whole entry, looked up): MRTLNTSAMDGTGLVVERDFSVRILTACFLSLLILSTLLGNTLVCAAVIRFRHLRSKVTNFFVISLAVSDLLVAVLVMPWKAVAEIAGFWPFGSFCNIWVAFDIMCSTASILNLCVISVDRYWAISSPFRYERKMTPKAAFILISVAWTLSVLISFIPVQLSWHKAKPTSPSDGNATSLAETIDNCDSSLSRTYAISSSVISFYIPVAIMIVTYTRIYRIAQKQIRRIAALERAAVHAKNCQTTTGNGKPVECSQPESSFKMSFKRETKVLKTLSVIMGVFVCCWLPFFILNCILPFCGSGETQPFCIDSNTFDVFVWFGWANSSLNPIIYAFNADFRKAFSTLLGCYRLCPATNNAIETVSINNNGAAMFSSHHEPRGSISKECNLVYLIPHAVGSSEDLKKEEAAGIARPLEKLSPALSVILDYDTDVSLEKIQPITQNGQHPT
#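 Agonism was scored from calcium flux recorded over 180 s (1 read/s) after pintool compound addition, following a 10-cycle baseline. Cells were inducible force-coupled HEK293 TREx D1, plated overnight at 30 C and loaded with no-wash calcium dye.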
# D1 antag: human D1 dopamine receptor antagonism. activity change, negative = inhibition, % at 10 µM. P21728. actives 3.2% (n = 360,000). HEK293 TREx D1 cells, calcium flux, dopamine EC80; active compounds read low; in the data active = activity change below about -30%; also: % is scaled to controls: 0 for no effect and ±100 for the full control effect
#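 Inducible Hek293 Trex D1 cells (tetracycline, overnight, 30 C). Calcium dye 30–90 min RT. Antagonist mode: EC80 dopamine added after 180 s compound read.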
# RXFP1 antag: antagonists of human relaxin receptor RXFP1 | Q9HBX9 | activity change, negative = inhibition, % at 57.5 µM | actives 0.59% (n = 350,000) | HEK293-RXFP1, relaxin-stimulated cAMP HTRF, 30 min; active compounds read low;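 active = activity change of -60% or lower, but not beyond a set lower limit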; also: % is scaled to controls: 0 for no effect and ±100 for the full control effect
# TRHR PAM: allosteric enhancers of human TRH receptor; P34981; TRHR cells, fluo-8 calcium fluorescence, EC20 TRH enhancement; enhancement, % at 2 µM; actives 0.66% (n = 360,000); AID 493056; in the data active = enhancement above about 30%; also: 0% is about no effect
#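 TRHR-expressing cells loaded with fluo-8 calcium dye were read kinetically (ex 480/em 530) during compound addition, then stimulated with an EC20 of TRH (10 nM final). Enhancement of the Gq-mediated intracellular calcium response was scored.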
# D2 PAM: D2 dopamine receptor (human) potentiation; potentiation, % at 10 µM; AID 485347; HEK293 T-REx D2, calcium flux, EC20 dopamine potentiation; actives 0.34% (n = 340,000);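 active = potentiation over 3 SD above the plate norm, cut at about 30% in these data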; also: 0% is about no effect
# Target sequence (P14416 whole entry, looked up): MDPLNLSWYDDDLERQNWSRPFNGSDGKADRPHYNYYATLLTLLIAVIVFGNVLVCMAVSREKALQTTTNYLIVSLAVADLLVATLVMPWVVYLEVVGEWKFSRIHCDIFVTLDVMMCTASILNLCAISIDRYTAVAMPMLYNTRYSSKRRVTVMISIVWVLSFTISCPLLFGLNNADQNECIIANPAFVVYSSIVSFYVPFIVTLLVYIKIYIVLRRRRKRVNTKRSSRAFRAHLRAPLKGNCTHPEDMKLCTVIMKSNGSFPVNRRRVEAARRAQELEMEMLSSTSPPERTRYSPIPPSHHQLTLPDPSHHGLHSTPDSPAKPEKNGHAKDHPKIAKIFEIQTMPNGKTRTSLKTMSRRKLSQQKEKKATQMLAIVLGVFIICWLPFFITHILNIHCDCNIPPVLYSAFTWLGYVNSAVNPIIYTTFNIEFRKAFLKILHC
#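 Tetracycline-induced Hek293 Trex D2 cells, force-coupled to calcium, loaded with no-wash calcium dye. Compound added with 180 s kinetic read for agonism, then EC20 dopamine and a further 180 s read for potentiation.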
# D2 antagonist: D2 dopamine receptor (human) antagonism. P14416. HEK293 TREx D2 cells, calcium flux, dopamine EC80. inhibition, % at 10 µM. actives 2% (n = 340,000). AID 485344; in the data active = inhibition above about 30%; also: 0% is about no effect
#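 Tetracycline-induced HEK293 TREx cells expressing D2 receptor forced-coupled to calcium signalling, loaded with no-wash calcium dye. Compounds added and calcium flux read 180 s, then dopamine added at EC80 and read a further 180 s.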
# D1 PAM: potentiators of human D1 dopamine receptor. P21728. HEK293 TREx D1 cells, calcium flux, dopamine EC20 potentiation. potentiation, % at 10 µM. actives 0.036% (n = 360,000); in the data active = potentiation above about 30%; also: 0% is about no effect
# D2 ag: agonists of human D2 dopamine receptor. P14416. HEK293 T-REx D2 cells, calcium flux agonist mode. activation, % at 2 µM. actives 0.53% (n = 340,000);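 active = activation over 3 SD above normal in the single-dose calcium agonist read, cut at about 30% in these data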; also: 0% is about no effect
#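 Tetracycline-induced HEK293 Trex cells with D2 receptor force-coupled to calcium signaling, plated overnight at 30 C and loaded with no-wash calcium dye. Calcium flux read kinetically for 180 s after compound addition; responses flag agonists.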
# TRHR ag: TRH receptor (human) agonism; activation, % at 2 µM; P34981; TRHR cells, calcium flux fluo-8, FDSS agonist mode; actives 0.18% (n = 360,000); AID 493084; also: 0% is about no effect
#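 TRHR-expressing cells loaded with fluo-8 calcium dye; 23 nL library compound pin-transferred, kinetic FDSS fluorescence (Ex 480/Em 530) recorded about 180 s for agonist-induced calcium release, before a 10 nM TRH EC20 addition for potentiator mode.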
# Starred values were filed as active, the others as inactive; · = not tested or not shown. Rule as the data show it, unless noted: active = activation above about 30%; inactive = the rest. Hits appear at their usual frequency, and some 7.3% of all compounds hit somewhere here.
# Abbreviations: A = D1 ag; B = D1 antag; C = RXFP1 antag; D = TRHR PAM; E = D2 PAM; F = D2 antagonist; G = D1 PAM; H = D2 ag; I = TRHR ag
> O=C(/C=C/c1ccc(Cl)cc1Cl)NCCN1CCOCC1
  A: -1; B: -3; C: 5; D: -1; E: 5; F: 4; G: -5; H: 0.1; I: 0.0
> Cc1cc(C)nc(OC(C(=O)O)C(OCCC(C)C)(c2ccccc2)c2ccccc2)n1 (stereo unspecified)
  A: 14; B: 14; C: -3; D: 6; E: -14; F: -13; G: -2; H: 0.0; I: 0.4
> CCSc1nnc(NC(=O)CSc2nnc(Cc3cccn3C)n2-c2ccc(C)cc2)s1
  A: 3; B: 8; C: -23; D: 4; E: 24; F: -4; G: 11; H: 0.3; I: -1.0
> Cc1ccc(S(=O)(=O)N(C)c2ccc(C(=O)Nc3ccccc3C(=O)N3CCOCC3)cc2)cc1
  A: 2; B: 0; C: -1; D: -6; E: 1; F: 1; G: -1; H: -1.3; I: 1.9
> Cc1nc2ccccc2nc(C)c1=NOCc1cccc(F)c1
  A: 4; B: 7; C: -8; D: -1; E: -2; F: 4; G: 1; H: 2.1; I: -0.7
> CCOC(=O)c1[nH]c2ccc(OC)cc2c1NC(=O)CCN1CCc2ccccc2C1
  A: -1; B: 2; C: 3; D: -2; E: -3; F: 2; G: -7; H: -0.2; I: -0.2
> Cc1[nH]c(=O)c(C#N)c(C)c1Cl
  A: 2; B: 2; C: 4; D: -2; E: 7; F: -12; G: -3; H: 1.1; I: 0.4
> COCCn1nnnc1SCC(=O)N1CCCCC1
  A: 1; B: -26; C: -3; D: 3; E: -7; F: 34*; G: -1; H: 0.5; I: 0.0
> O=C(NCCOc1ccc(F)cc1)C1CCC(=O)N(CC2CCCCC2)C1 (stereo unspecified)
  A: 6; B: 2; C: -6; D: -6; E: 0; F: -15; G: -8; H: 10; I: -0.4
> CC(C)C(NS(=O)(=O)c1ccc2c(c1)C(C)(C)C(=O)N2C)C(=O)NCc1ccccc1Cl (stereo unspecified)
  A: 2; B: 0; C: ·; D: -15; E: -5; F: 2; G: 2; H: 0.9; I: -1.8
> CC(OC(=O)Cc1c[nH]c2ccccc12)C(=O)Nc1ccc(S(N)(=O)=O)cc1 (stereo unspecified)
  A: 0; B: -7; C: -7; D: 1; E: 6; F: -8; G: -4; H: 0.3; I: 0.3
> NC(=O)CSc1nnc2ccc(-c3ccc(Cl)cc3)nn12
  A: 0; B: 5; C: -2; D: -3; E: 6; F: -11; G: -4; H: -0.3; I: 1.6
> COc1ccc(-n2c(SCC(=O)N3CCOCC3)nc(O)cc2=O)cc1
  A: 1; B: -1; C: -10; D: 4; E: 1; F: ·; G: 6; H: ·; I: 0.8
> COc1ccc(CCNC(=O)c2oc3ccccc3c2C)cc1
  A: 2; B: -2; C: -7; D: 10; E: 0; F: -5; G: -4; H: 0.6; I: -1.2
> COc1ccc(N2C(=O)C3C(c4ccc(C(=O)O)cc4)NC(Cc4ccccc4)(C(=O)O)C3C2=O)c([N+](=O)[O-])c1 (stereo unspecified)
  A: 2; B: 16; C: -1; D: -5; E: 6; F: -28; G: -3; H: -0.5; I: 0.5
> CCOC(=O)C1(Cc2ccccc2)CCCN(S(=O)(=O)N(C)C)C1 (stereo unspecified)
  A: 4; B: 5; C: -1; D: -2; E: 0; F: -15; G: -5; H: -1.9; I: -0.9
> CCCN1Cc2cccc(C(=O)NCc3ccccc3OC)c2C1=O
  A: 0; B: 10; C: 6; D: 12; E: -12; F: 8; G: -3; H: 0.0; I: -1.1
> Cc1ccccc1Nc1nc(Cl)c(C=O)s1
  A: 5; B: 0; C: 2; D: -2; E: 3; F: -18; G: 1; H: 1.2; I: 2.1
> c1ccc2c(c1)CCN(c1ncnc3c1[nH]c1ccccc13)C2
  A: 8; B: -13; C: -19; D: 1; E: 0; F: 17; G: 2; H: -0.4; I: 1.1
> Cc1ccc(S(=O)(=O)N2CCc3cc(C(=O)N(C)Cc4ccccc4)ccc32)cc1
  A: 2; B: 1; C: 6; D: -5; E: -4; F: ·; G: -3; H: -0.9; I: -1.0

# (listing goes on)
# Under each structure: D1 ag | D1 antag | RXFP1 antag | TRHR PAM | D2 PAM | D2 antagonist | D1 PAM | D2 ag | TRHR ag
CN(C)S(=O)(=O)n1cc(/C=C(\NC(=O)c2ccccc2F)C(=O)N2CCOCC2)c2ccccc21
→ 3 | -12 | 23 | -5 | -4 | 7 | -9 | -0.2 | 0.3
COc1ccc(C)cc1C(=O)CCC(=O)Nc1ccccc1N1CCOCC1
→ -4 | -3 | -2 | 1 | 4 | -6 | -2 | -0.4 | -0.9
CCCCNC(=O)C1CC(=O)N(CCc2ccc(C)cc2)C1 (stereo unspecified)
→ 1 | 3 | 3 | 6 | · | · | 0 | · | -0.1
Cc1cccc(NC(=O)CC(=O)Nc2cccc(C)c2)c1
→ 3 | 1 | -19 | 2 | -5 | 11 | -1 | 1.4 | 0.9
CCCCc1[nH]c(=O)c(C#N)c2c1CSC(C)(C)C2
→ 0 | -9 | -3 | -1 | -6 | -8 | 5 | 0.5 | 0.5
COc1ccccc1CNC(=O)CSC1=NCCS1
→ 2 | -5 | 7 | -1 | 1 | 10 | -7 | -0.2 | -0.3
CCOC(=O)N1CCN(c2ncnc3scc(-c4ccccc4)c23)CC1
→ -1 | 21 | -22 | 5 | 10 | 11 | -1 | 0.6 | 0.0
Cc1cc(C)nc(-n2nc(C)c3c(C(F)(F)F)cc(=O)[nH]c32)n1
→ 4 | 4 | 2 | 13 | -10 | -37 | -1 | 0.1 | -0.3
CC(C)CC1Nc2ncnc(N3CCN(c4ccccc4)CC3)c2N(Cc2ccc(Cl)cc2)C1=O (stereo unspecified)
→ 0 | 0 | · | 2 | -8 | 8 | 2 | -0.1 | -0.2
CC(=O)Oc1ccc2c(=O)c(N3C(=O)c4ccccc4C3=O)c(C)oc2c1
→ 4 | -5 | 0 | -3 | 11 | -3 | -2 | 0.0 | 0.2
COCCCNC(=O)Cn1cc2c(n1)CCCCC2
→ 1 | -25 | -2 | 7 | -9 | -17 | -3 | -1.1 | -0.2
CCCCN(C)C(=S)Nc1ccc(Oc2ccccc2)cc1
→ 6 | 2 | 19 | 2 | 10 | 6 | 2 | -1.1 | -0.3
CCN(CC)C(=O)CSc1ncnc2c1cnn2-c1ccccc1
→ 4 | 2 | -7 | 3 | -8 | -20 | -7 | -0.1 | 0.2
CCCCOC(=O)c1[nH]c2c(c1C)C(=O)CC(c1cc(OC)c(OC)c(OC)c1)C2 (stereo unspecified)
→ 1 | -11 | -35 | 10 | -2 | 2 | -6 | 4.1 | 0.2
N#Cc1c(NC(=O)CSc2ncn(-c3ccccc3)n2)sc2c1CCCC2
→ 6 | -6 | -12 | -7 | -11 | -2 | -3 | -0.2 | 0.8
CN1CCN(C(=O)C2CCC(=O)N(CCc3cccc(F)c3)C2)CC1 (stereo unspecified)
→ 8 | -5 | 8 | -5 | -3 | 10 | -1 | -0.1 | 0.1
CC(C)OCCCNS(=O)(=O)c1ccc2c(c1)OCCO2
→ 2 | -3 | -4 | 1 | 7 | 4 | 7 | 0.0 | -0.2
CCN(CC)CCOC(=O)c1ccc(NC(=O)c2cn(-c3ccccc3)nc2-c2cccs2)cc1
→ 4 | -20 | -29 | -5 | 3 | -17 | -8 | 2.0 | 1.6
COc1ccc(-c2ccc(=O)n(CC(=O)Nc3ccc(Br)cc3F)n2)cc1
→ 2 | 27 | -2 | 6 | 5 | · | 0 | -0.2 | -0.4
c1ccc(CNc2nc(-c3cccs3)nc3ccccc23)nc1
→ 2 | -28 | 6 | -5 | 4 | 2 | -1 | 0.9 | -0.1
CCCN1CCN(CC(O)COC(c2ccc(OC)cc2)c2ccc(OC)cc2)CC1 (stereo unspecified)
→ 28 | 3 | 6 | 14 | 4 | -9 | -5 | -0.6 | 0.5
CCOC(=O)c1ccc(NC(=O)c2n[nH]c(=O)c3ccccc23)cc1
→ 3 | -7 | 10 | 14 | 3 | -4 | 0 | -0.5 | 0.0
CCCNC(=O)/C(C#N)=C1\N=C(NC(=O)c2cccs2)c2ccccc21
→ 1 | -13 | -1 | -3 | 2 | -3 | -3 | 0.8 | 0.4
CC(=O)NCC(=O)NC1CCCc2c1cnn2-c1ccccc1F (stereo unspecified)
→ 1 | 12 | -4 | 6 | -4 | -10 | 8 | -1.3 | 0.7
Cc1oc(C(C)(C)C)cc1C(=O)N1CCCC1C(=O)O (stereo unspecified)
→ 3 | -8 | -4 | 1 | 0 | 7 | -5 | 1.0 | 0.9
CCOc1cc(C(=S)N2CCOCC2)ccc1OS(=O)(=O)c1ccccc1
→ 10 | -6 | 4 | -5 | 1 | 4 | -1 | 0.7 | 0.4
COc1ccc(-c2cc(C(F)(F)F)nc(SCC(=O)NCCc3ccc(OC)c(OC)c3)n2)cc1
→ -1 | 1 | · | 13 | 3 | · | -3 | -0.2 | -0.5
C=CCn1cccc(/C=C/C(=O)c2ccc(C(C)(C)C)cc2)c1=S
→ 2 | 12 | -24 | 12 | 6 | -8 | -6 | -0.3 | 0.0
CC(C)COc1ccc(-c2nnn(CC(=O)N3CCCC3)n2)cc1
→ 12 | 3 | -1 | 13 | · | -12 | -9 | 1.9 | 2.3

# Molecules above containing fluorine (8):
# Under each structure: D1 ag | D1 antag | RXFP1 antag | TRHR PAM | D2 PAM | D2 antagonist | D1 PAM | D2 ag | TRHR ag
Cc1nc2ccccc2nc(C)c1=NOCc1cccc(F)c1
→ 4 | 7 | -8 | -1 | -2 | 4 | 1 | 2.1 | -0.7
O=C(NCCOc1ccc(F)cc1)C1CCC(=O)N(CC2CCCCC2)C1 (stereo unspecified)
→ 6 | 2 | -6 | -6 | 0 | -15 | -8 | 10 | -0.4
CN(C)S(=O)(=O)n1cc(/C=C(\NC(=O)c2ccccc2F)C(=O)N2CCOCC2)c2ccccc21
→ 3 | -12 | 23 | -5 | -4 | 7 | -9 | -0.2 | 0.3
Cc1cc(C)nc(-n2nc(C)c3c(C(F)(F)F)cc(=O)[nH]c32)n1
→ 4 | 4 | 2 | 13 | -10 | -37 | -1 | 0.1 | -0.3
CN1CCN(C(=O)C2CCC(=O)N(CCc3cccc(F)c3)C2)CC1 (stereo unspecified)
→ 8 | -5 | 8 | -5 | -3 | 10 | -1 | -0.1 | 0.1
COc1ccc(-c2ccc(=O)n(CC(=O)Nc3ccc(Br)cc3F)n2)cc1
→ 2 | 27 | -2 | 6 | 5 | · | 0 | -0.2 | -0.4
CC(=O)NCC(=O)NC1CCCc2c1cnn2-c1ccccc1F (stereo unspecified)
→ 1 | 12 | -4 | 6 | -4 | -10 | 8 | -1.3 | 0.7
COc1ccc(-c2cc(C(F)(F)F)nc(SCC(=O)NCCc3ccc(OC)c(OC)c3)n2)cc1
→ -1 | 1 | · | 13 | 3 | · | -3 | -0.2 | -0.5
